Compound activity: PubChem, National Center for Advancing Translational Sciences (NCATS)
GLP1R inv ag: GLP-1 receptor (human) inverse agonism; P43220; HEK293 GLP-1R CRE-luciferase, luminescence, 24 h; GLP-1R form is constitutively active; Potency, µM (top dose mostly 38.3 µM), inactives show at the top dose activity change, negative = inhibition, actives largely listed as inhibitors; 1.6% of 410,000 active; note: potency is the fitted concentration of half-maximal effect; % is set by controls: 0 for no effect and ±100 for the full control effect; nearly all actives have a fitted effect of over 55% in size
Target sequence (P43220 whole entry, looked up): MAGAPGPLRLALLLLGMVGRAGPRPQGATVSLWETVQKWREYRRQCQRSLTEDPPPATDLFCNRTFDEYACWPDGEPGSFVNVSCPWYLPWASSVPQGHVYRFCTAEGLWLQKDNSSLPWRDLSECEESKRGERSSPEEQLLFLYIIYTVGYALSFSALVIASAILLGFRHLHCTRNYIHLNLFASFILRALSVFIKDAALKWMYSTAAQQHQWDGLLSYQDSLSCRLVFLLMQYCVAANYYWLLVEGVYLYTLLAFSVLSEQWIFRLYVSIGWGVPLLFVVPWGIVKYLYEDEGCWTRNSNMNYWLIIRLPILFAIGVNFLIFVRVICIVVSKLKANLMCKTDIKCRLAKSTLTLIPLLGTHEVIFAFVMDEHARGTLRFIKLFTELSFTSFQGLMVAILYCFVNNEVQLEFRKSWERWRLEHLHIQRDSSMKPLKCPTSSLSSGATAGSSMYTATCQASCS
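Constitutively active GLP-1R drives a cAMP-responsive luciferase in stably transfected HEK293 cells; test compounds are added after overnight (12 h) attachment and left 24 hr, and signal loss in luminescence marks inhibition.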
FUS suppressor: rescues growth of FUS-expressing yeast; S. cerevisiae FUS-expressing, growth rescue, OD600, 24 h; Potency, µM (series often up to 76.6 µM), inactives show top-dose growth rescue (activation), usual class: activators; 0.24% of 390,000 active; AID 1347120;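 note: potency is the fitted concentration of half-maximal effect; plate controls were DMSO vehicle for no effect and reference control for full effect; nearly all actives have a fitted effect of over 55% in size; some results filed as inactive show a strong effect at the top dose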
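Quantitative HTS measuring growth restoration of FUS-toxic yeast. Galactose-induced cells (OD 0.005) were exposed 24hr at 30C to compounds at several concentrations, then absorbance at 600 nm was recorded.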
pAkt inh: inhibitors of Akt phosphorylation | Neuro2A IGF-stimulated pAkt S473 HTRF, 20 min; hits give low values | activity change, % for hits at 50 µM | 0.32% of 360,000 active | AID 651550; in the data active = activity change below about -80%; inconclusive = mostly about -51% to -80%; note: % is set by controls: 0 for no effect and ±100 for the full control effect
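Neuro2A cells in DMEM with 0.5% FBS, overnight at 37 deg C, given compound at single 50 µM final, then IGF (6 nM final) for 20 min at 37 deg C. Lysed; phospho-Akt Ser473 by HTRF after 24 h, 665/615 ratio.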
TDP-43 yeast inh: TDP-43 toxicity inhibition in yeast | TDP-43 expressing yeast growth rescue, BacTiter-Glo, 24 h | Potency, µM (doses to about 46.1 µM), for inactives: at the highest dose growth rescue (activation), most hits filed as activators | 1.8% of 410,000 active | AID 652104; note: potency is the fitted concentration of half-maximal effect; % of control where 0% means no effect; nearly all actives have a fitted effect of over 50% in size
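Luminescence from BacTiter-Glo reports growth of TDP-43-expressing yeast after 24 hr at 30 deg C with compound. Cells were raffinose-pregrown to mid-log, then seeded in galactose medium at OD600=0.02.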
Abeta rescue: restores growth of yeast expressing A-beta42 peptide | 0.063% of 410,000 active | yeast expressing A-beta42, growth rescue, OD600, 48 h; response scale: 0% DMSO, 100% iron-clioquinol control | Potency, µM (doses to about 46.1 µM), without a hit: at the top dose growth rescue, usual class: activators; note: potency is the fitted concentration of half-maximal effect; nearly all actives have a fitted effect of over 55% in size
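Yeast A-beta toxicity model in growth medium with pinned compounds, 48 h at 30 C; growth read as absorbance at 600 nm. Normalized to FeCl3/clioquinol equimolar mix (positive) and DMSO (negative).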
aSyn yeast inh: inhibitors of alpha-synuclein toxicity in yeast; Yeast expressing alpha-synuclein, growth rescue, BacTiter-Glo, 24 h; Potency, µM (top dose mostly 46.1 µM), without a hit: top-dose growth rescue (activation), usual class: activators; 0.14% of 370,000 active; AID 652106; note: potency is the fitted concentration of half-maximal effect; % of control where 0% means no effect; nearly all actives have a fitted effect of over 65% in size
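Screening used galactose-induced yeast with toxic alpha-synuclein levels, exposed to compound for 24 hr at 30 deg C. Cell growth, read with BacTiter-Glo luminescence, gave the measured signal.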
HEK293 tox: cytotoxicity counter-screen for GLP-1 receptor inverse agonists | HEK293 cAMP-luciferase reporter cells, luminescence, 24 h | Potency, µM (doses to about 38.3 µM), inactives show at the top dose activity change, negative = inhibition, usual class: inhibitors | 0.13% of 410,000 active | AID 624418;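 note: loss of luciferase light is scored as toxicity; potency is the fitted concentration of half-maximal effect; % is set by controls: 0 for no effect and ±100 for the full control effect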
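Luminescence readout: signal drop marks cytotoxicity. Plated cells grew 12 h at 37 °C, 5% CO2, received 23 nL compound for 24 h, then got luciferase reagent, read after 12 min at RT.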
PTHR1 agonist: agonists of human PTHR1 parathyroid hormone receptor; Q03431; HEK293 GP2 PTHR1 cells, GloSensor cAMP luminescence, 1 h; Potency, µM (highest dose often 115 µM), for inactives: at the highest dose activation, hits mostly activators; 0.075% of 410,000 active; AID 743266; note: potency is the fitted concentration of half-maximal effect; nearly all actives have a fitted effect of over 55% in size; some results filed as inactive show a strong effect at the top dose; inactives centre near -15; many of its hits are not listed in these tables
Target sequence (Q03431 whole entry, looked up): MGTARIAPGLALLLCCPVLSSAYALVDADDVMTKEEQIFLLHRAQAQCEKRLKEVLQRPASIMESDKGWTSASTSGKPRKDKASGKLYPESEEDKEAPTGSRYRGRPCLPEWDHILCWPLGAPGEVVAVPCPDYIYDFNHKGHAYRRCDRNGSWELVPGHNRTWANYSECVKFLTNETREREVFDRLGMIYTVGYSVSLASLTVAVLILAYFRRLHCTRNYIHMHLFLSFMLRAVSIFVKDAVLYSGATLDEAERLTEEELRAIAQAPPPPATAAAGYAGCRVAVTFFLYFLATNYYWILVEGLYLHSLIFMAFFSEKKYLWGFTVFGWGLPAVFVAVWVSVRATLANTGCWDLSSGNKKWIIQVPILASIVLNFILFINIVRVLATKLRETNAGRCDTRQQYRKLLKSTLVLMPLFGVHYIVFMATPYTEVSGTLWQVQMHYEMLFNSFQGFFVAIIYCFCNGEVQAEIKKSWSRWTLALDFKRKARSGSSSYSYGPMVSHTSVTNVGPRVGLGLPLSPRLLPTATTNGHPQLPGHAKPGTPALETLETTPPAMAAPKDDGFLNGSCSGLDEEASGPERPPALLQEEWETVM
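HEK-293-derived GP2 cells expressing PTHR1 and a GloSensor cAMP reporter, 3,000/well, plated overnight, given luciferin plus IBMX (each 0.5 mM as added) for 1 h at 37 °C, then compound for 1 h at 37 °C. Luminescence was read after 15 min at room temperature.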
Mm-Cpn inhibitor: blocks the Methanococcus maripaludis chaperonin Mm-Cpn; 0.031% of 330,000 active; AID 504842; purified Mm-Cpn ATPase, ADP Transcreener TR-FRET; Potency, µM (series often up to 76.9 µM), inactives show at the top dose activity, negative = inhibition, hits mostly inhibitors; note: potency is the fitted concentration of half-maximal effect; % is set by controls: 0 for no effect and ±100 for the full control effect; nearly all actives have a fitted effect of over 80% in size
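ATPase read-out: TR-FRET ADP immunoassay (anti-ADP Eu cryptate vs ADP-d2), ex 320 nm, em 590/665 nm; signal drops as ADP forms. Enzyme 25 nM, ATP 10 uM, 30 min at 37°C after 10 min compound preincubation.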
* hit, by the source's call; i = inactive; ? = inconclusive; . = no result given; [ ] = remark or other dose. Unless noted, calls come from the whole dose curve; as a rule, active = well fitted curve in the direction sought with a large enough effect; inconclusive = small, poorly fitted or top-dose-only effect, or another doubt; inactive = no such curve, though single readings can be large; an effect the other way counts as inactive or inconclusive. An excerpt. The share of hits here may be higher or lower than overall.

no.	Structure	GLP1R inv ag	FUS suppressor	pAkt inh	TDP-43 yeast inh	Abeta rescue	aSyn yeast inh	HEK293 tox	PTHR1 agonist	Mm-Cpn inhibitor
1	O=C(N/N=C/c1ccc(Br)cc1)c1cc[n+](Cc2ccccc2)cc1	10%	12%	i	-28%	-9%	-1%	-9%	-20%	3%
2	CCc1nc2nc(C)cc(Nc3ccc(OC)cc3OC)n2n1	11%	19%	.	29%	3%	.	3%	6%	.
3	COc1cc([N+](=O)[O-])ccc1NC(=O)NCCCN1CCCC1=O	17%	1%	i	-25%	-8%	-6%	-10%	i	2%
4	COC(=O)N/N=C/c1ccc(/C=N/NC(=O)OC)cc1	-2%	-18%	i	1%	-8%	0%	-8%	i	4%
5	Cc1cc(C)c2sc(N(CCCN(C)C)C(=O)c3ccc(S(=O)(=O)N4CCCc5ccccc54)cc3)nc2c1	?	?	i	2%	-13%	-32%[inhibitor]	?	-96%[inhibitor]	-3%
6	CCCc1nnc(NC(=O)CC(C)c2ccccc2)s1 (configuration not stated)	-22%	11%	i	16%	16%	2%	-3%	-20%	2%
7	CC(C)(C)C1CCc2c(sc(NC(=O)C3c4ccccc4Oc4ccccc43)c2C(N)=O)C1 (configuration not stated)	0%	22%	.	17%	1%	.	4%	i	.
8	O=C(CSc1ccc2nnc(-c3ccccn3)n2n1)NCc1ccc2c(c1)OCO2	7%	6%	i	0%	19%	6%	-3%	i	-1%
9	COc1ccc(C(=O)c2c[nH]c(C(=O)NCCCN3CCOCC3)c2)cc1	-3%	-14%	i	-3%	0%	1%	-6%	-13%	-4%
10	CCOC(=O)Cc1csc(SCC(=O)NC2CCCC(C)C2C)n1 (configuration not stated)	-12%	-14%	i	0%	6%	-4%	-5%	-18%	0%
11	CCOC(=O)N1CCC(N2CCCC(C(=O)c3cccc(OC)c3)C2)CC1 (configuration not stated)	1%	-10%	i	-1%	-7%	5%	1%	-13%	1%
12	COc1cc2nc(SCC(=O)Nc3ccccc3C)n3nc(CCn4c(C)nc5ccccc54)nc3c2cc1OC	0%	?	.	0%	-6%	.	13%	i	.
13	CSc1ccccc1C(=O)Nc1cccc(C)c1	-1%	13%	i	14%	23%	0%	4%	-13%[57.5 µM]	2%
14	Cc1ccc(-c2nc3c(cnn3-c3ccccc3)c(=O)n2-c2ccc(Cl)cc2)cc1	?	27%	.	13%	0%	.	0%	-4%	.
15	NC(=O)NC(c1ccccc1)c1cccc2ccccc12 (configuration not stated)	0%	8%	i	-4%	24%	5%	5%	-7%[57.5 µM]	0%
16	CCOC(=O)c1cc(CC)sc1NC(=O)Cc1ccsc1	?	18%	i	-12%	-9%	-15%	28%	-6%[57.5 µM]	-4%
17	CC(C)OC(=O)CC1C(=O)NCCN1C(=S)NC(=O)c1cccs1 (configuration not stated)	1%	7%	i	-5%	-19%	5%	-5%	i	3%
18	O=C(NCC(c1ccco1)N1CCCCC1)C(c1ccccc1)c1ccccc1 (configuration not stated)	11µM*	-10%	i	-3%	-21%	-2%	0%	-4%	-1%
19	CN(C)c1nc(Nn2cnnc2)nc(N(C)C)n1	30%	7%	i	-13%	-1%	-1%	-5%	i	3%
20	CC(C)(C)n1ncc2c(=O)n(CC(=O)NCc3ccccc3Cl)cnc21	?	?	i	-11%	-4%	1%	-7%	-12%[57.5 µM]	-1%

Among those listed so far, 3 have a halogen.
no.	Structure	GLP1R inv ag	FUS suppressor	pAkt inh	TDP-43 yeast inh	Abeta rescue	aSyn yeast inh	HEK293 tox	PTHR1 agonist	Mm-Cpn inhibitor
1	O=C(N/N=C/c1ccc(Br)cc1)c1cc[n+](Cc2ccccc2)cc1	10%	12%	i	-28%	-9%	-1%	-9%	-20%	3%
14	Cc1ccc(-c2nc3c(cnn3-c3ccccc3)c(=O)n2-c2ccc(Cl)cc2)cc1	?	27%	.	13%	0%	.	0%	-4%	.
20	CC(C)(C)n1ncc2c(=O)n(CC(=O)NCc3ccccc3Cl)cnc21	?	?	i	-11%	-4%	1%	-7%	-12%[57.5 µM]	-1%

Further structures follow.
no.	Structure	GLP1R inv ag	FUS suppressor	pAkt inh	TDP-43 yeast inh	Abeta rescue	aSyn yeast inh	HEK293 tox	PTHR1 agonist	Mm-Cpn inhibitor
21	Cc1c(C)c2c(OCC(=O)N3CCC(C(=O)O)CC3)cc3c(c2oc1=O)CCC(C)(C)O3	78%[activator]	37%	i	13%	-17%	-3%	5%	11%	-4%
22	Cn1c(=O)oc2ccc(C(=O)CSc3nnnn3-c3ccccc3)cc21	10%	21%	i	3%	23%	-1%	1%	i	-11%
23	COc1ccc(NC(=O)COC(=O)C2CCN(S(=O)(=O)c3cccs3)CC2)cc1	9%	-2%	i	4%	-11%	0%	-10%	-5%	4%
24	COc1ccccc1CNc1ncnc2cc(OC)c(OC)cc12	12%	8%	i	-1%	-15%	-10%	-1%	i	1%
25	CC[C@H](C)[C@@H](C(=O)N1CCNCC1)n1cc([C@@H](N)Cc2ccc(O)cc2)nn1	2%	-27%	i	3%	1%	3%	?	-20%	.
26	COCCCNC(=O)CC(NS(=O)(=O)c1ccc(C)cc1)c1ccco1 (configuration not stated)	2%	-7%	i	1%	13%	0%	-4%	i	1%
27	OC(COc1ccc(Br)cc1)CN1CCCC1 (configuration not stated)	-28%	-2%	i	7%	-9%	-7%	2%	-21%	2%
28	COc1ccc(CCNC(=O)CN(c2ccccc2)S(=O)(=O)N(C)C)cc1OC	2%	12%	.	-10%	-18%	.	5%	-37%[inhibitor]	.
29	Fc1ccc(CNc2nc(-c3ccco3)cc(C(F)(F)F)n2)cc1	?	15%	i	?	?	5%	-17%	-11%	0%
30	O=c1c(-c2ccc(Oc3ccccc3)cc2)[n+]([O-])c2ccccc2n1OCc1ccccn1	48%[activator]	-11%	i	?	-12%	-9%	-6%	i	-3%
31	Cc1c(Nc2ccc(C=O)cc2)c(=O)n(-c2ccccc2)n1C	-16%[7.66 µM]	?	i	-5%[9.22 µM]	-9%	-4%	0%[7.66 µM]	-3%	-1%
32	COc1ccc(/C(C)=N/NC(=O)CNC(=O)c2cccnc2)cc1OC	49%[activator]	22%	i	-26%	-9%	-4%	-5%	10%	2%
33	CC(C)CC(=O)NNC(=O)c1ccc(Cl)cc1	2%	-24%	i	-4%	4%	1%	2%	14%	-5%
34	CCCCCCn1nc(C(=O)OCC(=O)NC2CCS(=O)(=O)C2)c2ccccc2c1=O (configuration not stated)	7%	28%	i	0%	-12%	-2%	15%	-10%	-1%
35	COc1ccc(N(C(=O)c2ccco2)C(C(=O)NC2CCCC2)c2ccc(N(C)C)cc2)cc1OC (configuration not stated)	3%	12%	i	4%	9%	0%	-19%	-18%[57.5 µM]	0%
36	CN1CCN(c2ccc(S(=O)(=O)N3CCOCC3)cc2)CC1	-3%	.	i	17%	10%	0%	7%	-41%[inhibitor]	1%
37	COc1ccc(-c2nc(Cn3c(=O)cc(C)c4c(C)nn(-c5ccccc5)c43)c(C)o2)cc1OC	33%[activator]	-19%	.	-2%	-4%	.	-6%	-11%	.
38	COc1cc(NC(=O)CCS(=O)(=O)c2ccc3c(c2)oc(=O)n3C)cc(OC)c1	11%	0%	i	17%	12%	1%	-2%	i	-9%
39	O=C(Nc1ccc(S(=O)(=O)N2CCOCC2)cc1)c1ccc([N+](=O)[O-])o1	82%[activator]	-10%	i	-15%	-14%	-7%	-11%	-9%	-1%
40	CCOc1ccccc1NC(=O)C(CC(C)C)NS(=O)(=O)c1ccc2c(c1)oc(=O)n2C (configuration not stated)	10%	21%	.	-20%	-27%	.	2%	i	.

Brought forward from above: 2 compounds, followed by the next part.
no.	Structure	GLP1R inv ag	FUS suppressor	pAkt inh	TDP-43 yeast inh	Abeta rescue	aSyn yeast inh	HEK293 tox	PTHR1 agonist	Mm-Cpn inhibitor
39	O=C(Nc1ccc(S(=O)(=O)N2CCOCC2)cc1)c1ccc([N+](=O)[O-])o1	82%[activator]	-10%	i	-15%	-14%	-7%	-11%	-9%	-1%
40	CCOc1ccccc1NC(=O)C(CC(C)C)NS(=O)(=O)c1ccc2c(c1)oc(=O)n2C (configuration not stated)	10%	21%	.	-20%	-27%	.	2%	i	.
41	CC1(c2nnnn2Cc2ccccc2)CCC(=O)N1CC1CCCCC1 (configuration not stated)	10%	3%	i	21%	-11%	-1%	0%	-1%	.
42	CCOCCCNC(C(=O)Nc1ccc(OC)c(Cl)c1)c1ccccc1 (configuration not stated)	?	-7%	i	1%	14%	-1%	1%	i	-1%
43	Cc1ccc(-n2cc(-c3ccccc3)c3c(NC4CCCC4)ncnc32)cc1	2.5µM*	25%	.	35µM*	-3%	.	-8%	i	.
44	COc1cc(OC)cc(C(=O)Nc2c(C)nn(-c3ccccc3)c2C)c1	-21%	14%	i	-16%	2%	-9%	-7%	i	0%
45	Cn1nnnc1SCc1ccc(C(=O)Nc2ccccc2F)cc1	13%	0%	i	1%	2%	-7%	0%	-19%[57.5 µM]	1%

Values by screen from above:
Compounds 41 to 45 in Abeta rescue, in turn: -11%, 14%, -3%, 2%, 2%
Compounds 41 to 45 in HEK293 tox, in turn: 0%, 1%, -8%, -7%, 0%
